FBPA Giardia inh: Giardia lamblia aldolase inhibition. A8B2U2. purified Giardia FBPA. Potency, µM (highest dose often 59.6 µM), inactives show at the top dose activity, negative = inhibition, most hits filed as inhibitors. 0.71% of 290,000 active. AID 2451; note: potency is the fitted concentration of half-maximal effect; nearly all actives have a fitted effect of over 55% in size
Target sequence (A8B2U2 whole entry, looked up): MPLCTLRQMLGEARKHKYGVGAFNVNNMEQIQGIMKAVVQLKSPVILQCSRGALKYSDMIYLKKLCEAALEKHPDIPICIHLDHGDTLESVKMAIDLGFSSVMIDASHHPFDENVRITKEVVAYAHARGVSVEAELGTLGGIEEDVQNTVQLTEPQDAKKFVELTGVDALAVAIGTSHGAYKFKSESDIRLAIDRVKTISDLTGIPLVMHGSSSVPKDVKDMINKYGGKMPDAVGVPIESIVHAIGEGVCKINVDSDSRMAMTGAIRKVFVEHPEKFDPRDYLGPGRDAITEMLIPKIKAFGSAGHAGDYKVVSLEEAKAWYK
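Giardia FBPA (40 nM reagent) was preincubated 10 min at RT with compound (up to 57.5 uM final), then substrate plus GAPDH/TPI/NAD/arsenate coupling system with diaphorase/resazurin was added; resorufin fluorescence (525/598 nm) was read after 20 min.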
HCV inh: HCV inhibition; Huh7.5.1 HCVcc-Cre infection, luciferase reporter, 44 h; Potency, µM (highest dose often 41.8 µM), for the others: at the highest dose activity change, negative = inhibition, usual class: inhibitors; 3.4% of 340,000 active; AID 651820; note: potency is the fitted concentration of half-maximal effect
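Luciferase read-out (15 sec integration) after a 15 min room-temperature substrate step quantifies HCVcc-Cre infection. Cells, 1,000 per well, had compound added 4 h post-plating, then virus at ~0.5 moi, and were cultured 44 h.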
Sm TGR inh: inhibitors of Schistosoma mansoni thioredoxin glutathione reductase | Potency, µM (top dose mostly 114 µM), for inactives: top-dose activity change, negative = inhibition, actives largely listed as inhibitors | Q962Y6 | 3% of 360,000 active | purified TGR, DTNB reduction, TNB absorbance 405 nm; note: potency is the fitted concentration of half-maximal effect; nearly all actives have a fitted effect of over 60% in size
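Kinetic colorimetric format: TGR-catalysed, NADPH-driven DTNB reduction monitored via TNB absorbance. Enzyme dispensed at 20 nM; compound exposure 15 min at room temperature before reaction start.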
AmpC no deterg: AmpC beta-lactamase inhibition without detergent. Potency, µM (highest dose often 57.1 µM), for the others: top-dose activity change, negative = inhibition, usual class: inhibitors. AmpC nitrocefin hydrolysis, absorbance 480 nm, 0.0001% Triton. 0.52% of 330,000 active. AID 485341;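 note: potency is the fitted concentration of half-maximal effect; plate controls were no compound for no effect and no enzyme for full effect; nearly all actives have a fitted effect of over 20% in size; some results filed as inactive show a strong effect at the top dose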
Target sequence (P00811 whole entry, looked up): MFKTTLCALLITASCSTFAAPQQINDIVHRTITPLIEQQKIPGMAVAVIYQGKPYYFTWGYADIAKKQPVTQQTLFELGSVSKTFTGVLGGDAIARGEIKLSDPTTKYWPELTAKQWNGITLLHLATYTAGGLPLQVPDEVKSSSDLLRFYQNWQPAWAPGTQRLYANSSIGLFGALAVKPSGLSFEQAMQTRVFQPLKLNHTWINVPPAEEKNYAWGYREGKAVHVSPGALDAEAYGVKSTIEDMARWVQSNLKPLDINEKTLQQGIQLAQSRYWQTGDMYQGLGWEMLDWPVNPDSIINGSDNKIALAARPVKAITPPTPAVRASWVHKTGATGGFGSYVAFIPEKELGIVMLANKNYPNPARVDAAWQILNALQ
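20 mM phosphate pH 7.0 + 0.01% (detergent screen) or 0.0001% Triton X-100; 5.3 nM AmpC reagent; cpd preinc 15 min RT; nitrocefin (800 uM stock) to start; A480 q20 s × 4 min; Activity was normalised to no-enzyme and no-compound control wells.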
HCMV inh: blocks human cytomegalovirus replication; 4.5% of 410,000 active; HFF cells, HCMV-luciferase reporter, 72 h; active compounds read low; activity change, negative = inhibition, % at 57.5 µM; in the data active = activity change below about -60%; inconclusive = no clear call, values can overlap the other calls; inactive = above about -39%
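Human foreskin fibroblasts infected with luciferase-reporter HCMV at MOI 1 PFU/cell, compounds at two doses. Luciferase measured 72 h post infection; normalized to buffer-only basal and Salinomycin (10uM) controls.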
AmpC detergent: AmpC beta-lactamase inhibition with detergent present; AmpC hydrolysis of nitrocefin, absorbance 480 nm, 0.01% Triton; Potency, µM (series often up to 114 µM), inactives show at the highest dose activity change, negative = inhibition, most hits filed as inhibitors; 0.041% of 370,000 active; AID 485294;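 note: potency is the fitted concentration of half-maximal effect; 0% = no-compound wells and -100% = no-enzyme wells; nearly all actives have a fitted effect of over 25% in size; some results filed as inactive show a strong effect at the top dose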
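20 mM phosphate pH 7.0 + 0.01% (detergent screen) or 0.0001% Triton X-100; 5.3 nM AmpC reagent; cpd preinc 15 min RT; nitrocefin (800 uM stock) to start; A480 q20 s × 4 min; Activity was normalised to no-enzyme and no-compound control wells.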
Starred values were filed as active, the others as inactive; ? = inconclusive; . = not tested or not shown; & = joins results of further samples; [ ] = remark or other dose. Unless noted, calls come from the whole dose curve; as a rule, active = well fitted curve in the direction sought with a large enough effect; inconclusive = small, poorly fitted or top-dose-only effect, or another doubt; inactive = no such curve, though single readings can be large; an effect the other way counts as inactive or inconclusive. Unless noted, % is set by controls: 0 for no effect and ±100 for the full control effect.

SMILES	FBPA Giardia inh	HCV inh	Sm TGR inh	AmpC no deterg	HCMV inh	AmpC detergent
COC(=O)COc1ccc(/C=N/NC(=O)c2ccc(N(Cc3ccccc3)S(C)(=O)=O)cc2)cc1	1%	-9%	8%	-1%	?	-10%
CCOC(=O)c1cccc(NC(=O)CCn2cccc2)c1	7%	-4%	-29%	-1%	-8	-3%
O=C(NCCc1ccc(F)cc1)c1ccncc1	.	7%	-21%	-17%	19	-8%
CCCCn1c(O)c(C(C)=Nc2ccc3c(c2)CCC3)c(=O)[nH]c1=O	1%	-14%	0%	-24%	8	-3%
CCCOc1cccc(/C=N/NC(=O)c2csc(C)c2C)c1	-4%	?	1%	-48%	12	-11%
CC(=O)NC1CCCN(O)C(=O)/C=C(\C)CCOC(=O)C(NC(C)=O)CCCN(O)C(=O)/C=C(\C)CCOC(=O)C(NC(C)=O)CCCN(O)C(=O)/C=C(\C)CCOC1=O (configuration not stated)	?	-23%	?	126%[activator]	.	-6%
CC(C)(C)c1ccc(NC(=O)Nc2ccc3ccccc3n2)cc1	0%	6%	6%	-14%	72	-2%
COc1ccc(N2CCOCC2)c(NC(=O)c2ccco2)c1	-12%	?	-4%	-19%	83	-2%
CCC(=O)Nc1nc(C)c(-c2csc(Nc3ccccn3)n2)s1	-14%	11µM*	-1%	0%	178	-5%
CCOc1ccc(NCc2cc3cc(OC)ccc3[nH]c2=O)cc1	?	?	-2%	-12%	-39	6%
O=C(NCC(=O)N1CCCCCCC1)c1ccccc1Br	.	15%	1%	-1%	-27	?
CN(C)c1ccc(C(=S)N2CCN(C(=S)Nc3cccc4ccccc34)CC2)cc1	2%	?	-9%	-31%	?	-5%
COc1ccc(CC(=O)Nc2c(C(N)=O)oc3ccccc23)cc1	4%	?	0%	-32%	-31	-10%
COc1ccc(C2=NOC(CNC(N)=S)C2)cc1 (configuration not stated)	0%	-3%	3%	-25%	39	4%
Cc1nn(Cc2ccc(C(=O)N3CCCC3)o2)c(C)c1[N+](=O)[O-]	6%	12%	-11%	0%	4	-10%
CCC12CN3CCN(CC(C3)/C1=N/NC(=O)c1ccncc1)C2	1%	0%	1%	-19%	12	-13%
Cc1cccc(N2CCN(c3ccc(C(=O)O)cc3NC(=O)c3cccc(Cl)c3)CC2C)c1 (configuration not stated)	.	.	3%	.	7	-1%
CSc1ccccc1NC(=O)COc1nsnc1N1CCOCC1	12%	-3%	-10%	-6%	-15	-4%
Cc1ccccc1CN1C(=O)c2ccccc2Sc2ccc(C(=O)O)cc21	23%	20%	1%&-3%	-31%	-20&-38	-2%&4%
O=C1NC(=S)N(c2ccc(F)cc2)C(=O)/C1=C/c1ccco1	?	.	32µM*	18µM*	.	50µM*
COc1ccc(OCc2cc(C(=O)N(C)C3CCOCC3)no2)c2ccccc12	?	-4%	4%	172%[activator]	114	7%
Clc1cccc(CN2CCSCC2)c1	?	22%	1%	-12%	-8	-5%
COc1ccc(NC(=O)COC(=O)CNC(=O)c2cc(OC)c(OC)c(OC)c2)cc1	4%	12%	-5%	-35%	10	-10%
CCc1ccc(-n2c(=O)c3c4c(sc3n(CC(=O)NC(C)CC)c2=O)CCCC4)cc1 (configuration not stated)	.	.	-3%	.	-3	0%
O=C(Nc1ccc(Cl)c(Cl)c1)c1ccccc1	.	?	1%	-53%	2	-9%
COc1cccc(-c2ccc(SCC(=O)N3CCOCC3)nn2)c1	-5%	8%	1%	0%	100	?
CC(NC(=O)CSc1n[nH]c(-c2ccccc2)n1)c1nc2ccccc2n1C (configuration not stated)	.	.	3%	.	-21	4%
COc1ccc(OC)c(C(=O)CCCC(=O)c2cc(OC)ccc2OC)c1	10%	?	-6%	14%	-61*	-2%
O=C(COC(=O)c1cc(S(=O)(=O)N2CCOCC2)ccc1F)Nc1ccc2c(c1)OCO2	.	0%	.	-13%	6	.
Cc1ccc(NC(=O)Cn2c(=O)oc3ccccc32)cc1Cl	-3%	-18%	5%&2%	-22%	-3&-21	-10%&-9%
COc1ccc(OC)c(C2NC(=O)NC(C)=C2C(=O)Nc2ccc(C)cc2C)c1 (configuration not stated)	1%	0%	-11%	1%	-6	-8%
CN(Cc1ccc(F)cc1)S(=O)(=O)c1nnc(NC(=O)c2ccc(F)cc2)s1	.	.	6%	.	0	1%
CC(=O)Nc1ccc(S(=O)(=O)Oc2cccc(N3C(=O)C4CCCCC4C3=O)c2)cc1 (configuration not stated)	-1%	22%	12%	-1%	-12	1%
O=C(CSc1ncc(C(F)(F)F)cc1Cl)NCC1CCCO1 (configuration not stated)	5%	-1%	4%	6%	?	0%
Cc1ccc(C(=O)NCCNC(=O)c2cnccn2)cc1	0%	4%	1%	0%	-4	2%
COC(=O)/C(C#N)=C/c1ccc(-c2ccc(S(N)(=O)=O)cc2)o1	11%	15%	-7%	-45%	-20	1%
CC(C)n1c(O)c(N=NC(=O)Cn2ccc(C(F)(F)F)n2)c2ccccc21	0%	-21%	3%	11%	16	-3%
CC1(C)N=C(N)NC(Nc2ccccc2)=N1	.	13%	2%	-19%	18	-3%
O=C(OCn1nnc2ccccc2c1=O)C12CC3CC(CC(O)(C3)C1)C2	8%	16%	-4%	-11%	6	8%
O=C(c1cccc(Oc2ccc([N+](=O)[O-])cc2)c1)N1CCOCC1	.	-9%	2%	-3%	-27	0%
COc1ccc(C(=O)Nc2ccc(-c3cc4ccccc4oc3=O)c(C)c2)cc1Br	.	.	-2%	.	-14	-4%
CCC(=O)Nc1cccc(C2=NOC3(C2)C[C@H](C(N)=O)N(C(=O)c2ccc(Cl)cc2)C3)c1 (some centres not stated)	12%	?	-14%	79%[activator]	30	-6%
O=C(O)[C@H]1CCCC[C@H]1C(=O)Nc1ccc(Nc2ccccc2)cc1	-1%	4%	-6%	-25%	104	-6%
COc1ccc(-c2nsc(NC(=O)c3oc4ccccc4c3C)n2)cc1	.	.	7%	.	1	17%
O=C(Nc1nnc(S(=O)(=O)N2CCc3ccccc32)s1)c1ccccc1Cl	.	.	5%	.	-11	17%
Cc1ccc(S(=O)(=O)N2CCN(C(=O)c3n[nH]c(=O)c4ccccc34)CC2)cc1	-1%	11%	5%	-12%	-14	2%
CCOc1ccc(Nc2nc(Cc3nnc(SCC(=O)c4ccc(C)c(C)c4)o3)cs2)cc1	3%	?	2%	-41%	-26	0%
O=C(CCN1C(=O)c2cccc3cccc(c23)C1=O)N1CCOCC1	4%	17%	1%	-8%	6	-5%
O=S(=O)(c1ccc(Cl)c(Cl)c1)N1CCc2nc3ccccc3n2CC1	-11%	35%[activator]	-14%	-40%	-12	-8%
COc1cc(C(=O)NNC(=O)c2cc(=O)[nH]c3ccccc23)cc(OC)c1OC	.	2%	-1%	-22%	-1	?

Complete entries as entered above. Order of screens: FBPA Giardia inh | HCV inh | Sm TGR inh | AmpC no deterg | HCMV inh | AmpC detergent
O=C(CCN1C(=O)c2cccc3cccc(c23)C1=O)N1CCOCC1 is listed as 4% | 17% | 1% | -8% | 6 | -5%
O=S(=O)(c1ccc(Cl)c(Cl)c1)N1CCc2nc3ccccc3n2CC1 is listed as -11% | 35%[activator] | -14% | -40% | -12 | -8%

Reprinted at random: four records from the list, in no set order.
SMILES	FBPA Giardia inh	HCV inh	Sm TGR inh	AmpC no deterg	HCMV inh	AmpC detergent
O=C(CCN1C(=O)c2cccc3cccc(c23)C1=O)N1CCOCC1	4%	17%	1%	-8%	6	-5%
O=C(O)[C@H]1CCCC[C@H]1C(=O)Nc1ccc(Nc2ccccc2)cc1	-1%	4%	-6%	-25%	104	-6%
COc1cc(C(=O)NNC(=O)c2cc(=O)[nH]c3ccccc23)cc(OC)c1OC	.	2%	-1%	-22%	-1	?
Cc1ccc(S(=O)(=O)N2CCN(C(=O)c3n[nH]c(=O)c4ccccc34)CC2)cc1	-1%	11%	5%	-12%	-14	2%

Copied from the list.
Entry for CCOc1ccc(Nc2nc(Cc3nnc(SCC(=O)c4ccc(C)c(C)c4)o3)cs2)cc1 in AmpC no deterg: -41%
Entry for COc1ccc(CC(=O)Nc2c(C(N)=O)oc3ccccc23)cc1 in HCMV inh: -31

Next part:
SMILES	FBPA Giardia inh	HCV inh	Sm TGR inh	AmpC no deterg	HCMV inh	AmpC detergent
CCC(=O)N1CCN(c2ccccc2NC(=O)c2ccc([N+](=O)[O-])o2)CC1	-8%	?	?	13%	-65*	-4%
Cc1ccc(S(=O)(=O)NCc2ccco2)cc1C	3%	14%	-20%	-25%	-20	0%
COc1ccccc1N1CCN(/N=C/c2cc(OC)c(OC)c(OC)c2)CC1	-1%	-21%	6%	84%[activator]	6	-4%
CCOC(=O)c1ccc(NC2=CC(=O)C(=O)c3ccccc32)cc1	.	-16%	2%	-21%	20	-7%
NC(=O)N\N=C/C=C/C=C/c1ccc(F)cc1	-4%	27%	25µM*	-17%	30	3%
Cc1cc(C)c2c(n1)SCCN2C(=O)Nc1ccc(C(=O)Nc2cc(Cl)ccc2C)cc1	.	.	4%	.	?	21%
COc1cccc(-c2noc(-c3ccc(Cl)nc3)n2)c1	2%	17%	10%	-22%	346	4%
C=CCOC(=O)C1=C(C)NC(SCC(=O)Nc2nccs2)=C(C#N)C1c1ccc(Cl)cc1 (configuration not stated)	-1%	?	-31%	-33%	-32	-4%
Cc1ccc(S(=O)(=O)N2CCN(C(=O)N3CCOCC3)C2c2ccc(N(C)C)cc2)cc1 (configuration not stated)	2%	15%&6%	-3%	-11%	-21	-8%
CCOC(=O)C(NC(=O)c1ccc(F)cc1)(Nc1nnc(C)s1)C(F)(F)F (configuration not stated)	0%	?	-3%	-18%	17	?
CCN(CC(=O)Nc1ccccc1C(F)(F)F)C(=O)CN1C(=O)NC2(CCCCC2)C1=O	.	8%	-12%	-3%	-20	-16%
O=C(NCC1COc2ccccc2O1)C1C2C=CC3(CN(Cc4ccccc4Cl)C(=O)C13)O2 (configuration not stated)	9%	?	0%	94%[activator]	-14	?
C=CCNC(=O)C1COc2ccccc2O1 (configuration not stated)	7%	14%	5%	-4%	-1	0%
O=c1oc2ccc(Cl)cc2cc1-c1ccccc1	5%	1%	17%	-25%	-36	?
Cc1[nH]n(-c2ccc(Cl)cc2)c(=O)c1C(=O)c1ccccc1	7%	-4%	-2%	-16%	-8	-5%
O=C(O)C(O)c1ccco1 (configuration not stated)	-4%	3%	?	-32%	.	?
Cc1ccc(-c2cc(C(=O)O)c3cc(Br)ccc3n2)o1	?	19%	2µM*	-26%	18	-13%
Cc1ccc(S(=O)(=O)c2nc(-c3ccccc3Cl)oc2N(C)C2CCN(C)CC2)cc1	.	?	.	181%[activator]	6	.
C(=N\Nc1nc(-c2cccnc2)nc2ccccc12)/c1ccccc1	-13%	-35%	1%	6%	-33	-1%
COc1ccc(CC(=O)Nc2ccc(S(=O)(=O)Nc3nccs3)cc2)cc1	-10%	5%	0%	-54%	46	-10%
CC(C)CC(=O)Nc1sc2c(c1C#N)CC(C)(C)NC2(C)C	1%	-21%	13%	-9%	16	2%
CCc1cccc(NC(=O)c2cnc(N3CCOCC3)c3ccccc23)c1	.	.	-4%	.	10	4%
CCOC(=O)/C=c1\s/c(=C\c2ccc3cc(OC)ccc3c2)c(=O)n1CC(=O)NCc1ccc2c(c1)OCO2	3%	-29%	-2%	-26%	-100*	-8%
Cn1c(=O)c2c(nc(NCCNC(=O)c3ccco3)n2Cc2ccc(Cl)cc2Cl)n(C)c1=O	8%	-11%	2%	59%	-74*	-14%
